# T cell HTS – T cell immune modulators affecting CD8 T cell-vesicle binding | 2C CD8+ T cell-vesicle binding, flow cytometry; stronger effect = lower value | calls only at 7 µM | 330,000 compounds, 0.068% hits | AID 2052;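 active means response, share of CD8 T cells binding vesicles, and their 90th percentile fluorescence all below set limits, cut at about 80% in these data, passing the limit was not always enough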
#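 Benchmarks: naked versus QL9-loaded vesicles / Assay system: purified 2C TCR transgenic mouse naive CD8+ T cells / Technique: high-throughput flow cytometry with anti-B7-1 and anti-CD8 staining / Timing: Cell–vesicle co-incubation 1.5 h at 37 °C, staining 20 min on ice / Read-out: percent CD8+ FL2 mean versus row control / Probe or stimulus: QL9-loaded Drosophila micro-vesicles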
# Dynein transport – blocks dynein driven cargo transport along microtubules; AID 1381; 3617.4 mouse cells, GR-EGFP nuclear translocation imaging; test concentration mostly 20 µM; stimulated with dexamethasone, 1 µM; stronger effect = lower value; z-score, hits read low; 220,000 compounds, 0.47% hits;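 active means plate z-score of nuclear minus cytoplasmic receptor signal below a set negative limit, without overly bright fluorescence or cell loss, cut at about -3.5 in these data, passing the limit was not always enough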;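 further: z-score of nuclear minus cytoplasmic ring GR-EGFP intensity difference per well; some compounds called inactive have numbers as strong as hits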
#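 Schedule: 48 h induction, then 1 h compound, then 30 min agonist, 37 °C. Buffer or medium: tetracycline-free induction medium containing charcoal-stripped FBS. Reagent: 1.0 µM final dexamethasone stimulus. Evaluation: nuclear versus cytoplasmic GR-EGFP signal, averaged per well. Signal: high-content fluorescence imaging after fixation.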
# bCat nuc transl – alters nuclear translocation of beta-catenin in HeLa cells. 190,000 compounds, 0.3% hits. immunofluorescence imaging. nuclear translocation activity, % at 5 µM;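 active means nuclear translocation activity above 50% at 5 µM, with a well cell count of 50 or more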;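 further: per-cell ratio of nuclear to cytoplasmic median beta-catenin stain intensity; plate controls were DMSO negative control for no effect and GSK-3 inhibitor IX positive control for full effect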
#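 System: Human HeLa cells, endogenous beta-catenin | Compound dosing: 5 µM primary, 0.02–20 µM confirmation | Timing: 24 h compound exposure at 37°C, 5% CO2 | Measured by: Fluorescence imaging of beta-catenin antibody stain plus DAPI | Read-out basis: % activation of per-cell nuclear versus cytoplasmic median beta-catenin signal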
# human PMI inhibition – MPI enzyme activity inhibition – biochemical, fluorescence intensity, coupled assay, primary screen (AID 1209). 190,000 compounds, 0.42% hits. purified PMI enzyme, coupled fluorescence intensity; higher % means a stronger effect. one-dose inhibition, % at 20 µM; IC50 in µM for titrated hits; in the data active means inhibition above about 50%;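 further: plate controls were DMSO vehicle for no effect and wells lacking substrate for full effect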
# TNAP activators – stimulation of alkaline phosphatase TNAP activity – biochemical, luminescent, no phosphate acceptor, uHTS, primary screen (AID 1001); purified TNAP, luminescent activation assay, no phosphate acceptor; higher activation fold means a stronger effect; one-dose activation fold at 20 µM; EC50 in µM for titrated hits; 200,000 compounds, 0.03% hits; in the data active means activation fold from about 3, or a potency from the dose series; inactive means the rest, 99 in 100 with activation fold below about 1.6; further: many of its hits are not listed in these tables
# MT stabilize HCS – stabilizes microtubules in HeLa cells | % tubulin-high responders, % at 10 µM | HeLa tubulin immunostaining HCS, 24 h; share of cells brighter than vehicle mean+2SD | 200,000 compounds, 0.83% hits;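 active means plate Z-score above 3 for both tubulin-high and condensed-nucleus cell shares, with cell loss under 80%, at 10 µM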;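 further: anti alpha tubulin signal scored within the nucleus-defined area of each cell; some results filed as inactive read as strong as hits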
# Myeloid diff 2 – compounds promoting myeloid differentiation | ER-HoxA9 myeloid progenitors, lysozyme-GFP differentiation, flow cytometry | calls only at 10 µM | 360,000 compounds, 1% hits | AID 624256;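 active means normalized GFP-positive differentiation at or above the plate's own cutoff, the solvent-only control mean plus 3 SD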;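 further: cells exposed to compound for four days before flow analysis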
# Lipid droplet – hepatic lipid droplet formation modulation; AML12 mouse hepatocytes, oleate lipid droplets, BODIPY imaging; inhibition, % at 6.5 µM; 240,000 compounds, 0.4% hits;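 active means lipid droplet intensity inhibited by at least 50%, with more than 500 cells counted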
#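 Material – mouse AML12 hepatocyte cell line, fixed after treatment · Compound dosing – one dose, 6.5 µM compound · Times – compound with oleate, overnight · Measured by – Image-based BODIPY and DAPI two-channel analysis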
# Ins promoter up – MIN6 insulin promoter up-regulation | z-score at 5 µM | AID 1625 | 190,000 compounds, 0.3% hits | MIN6 insulin promoter-GFP reporter, high-content imaging; stronger effect = higher value;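 active means z-score above 3 at 5 µM with at least 500 cells counted in the well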
# Dynein transport cytoplasmic EGFP – recorded beside Dynein transport, whose call it bears; z-score; measured here: cytoplasmic GR-EGFP intensity; stronger effect = higher value
# Dynein transport nuclear GR-EGFP – also measured in Dynein transport; calls as there; z-score; measured here: nuclear GR-EGFP intensity;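 lower value marks the stronger effect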
# Dynein transport cell count – second read-out of Dynein transport, no call of its own (marks repeat the call); z-score; measured here: cell count per field
# Ins promoter up cell count – also measured in Ins promoter up; calls as there; cell count; measured here: cytotoxicity, nuclei count;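 total cells summed across four imaged fields per well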
# Lipid droplet cells 6.5 µM – recorded beside Lipid droplet, whose call it bears; cell count; measured here: cell count, cytotoxicity flag;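 cells counted across two imaged fields per well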
# bCat nuc transl cell count 5 µM – second read-out of bCat nuc transl, no call of its own (marks repeat the call); cell count; measured here: cell count, cytotoxicity flag
# T cell HTS vesicle-bound % – recorded beside T cell HTS, whose call it bears; double positive events, %; measured here: CD8+ vesicle-bound cell fraction;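 binding gate set so that unloaded-vesicle control wells show 10% double positive cells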
# MT stabilize HCS Hoechst-high % – also measured in MT stabilize HCS; calls as there; % Hoechst-high responders; measured here: nuclear condensation Hoechst responders;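 share of cells brighter than vehicle mean plus two SD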
# MT stabilize HCS cytotoxicity % – further read-out of MT stabilize HCS, marked with its call; toxicity, %; measured here: cytotoxicity by cell density;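 0% = mean cell density of plate MIN control wells and 100% = no cells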
# Myeloid diff 2 GFP+ MAC1+ % – recorded beside Myeloid diff 2, whose call it bears; GFP+ MAC1+ double positive, %; measured here: differentiation confirmed by MAC1 staining
# Numbers without * were called inactive; i = inactive; x = no result given; + = active, no number.
SMILES,T cell HTS,T cell HTS vesicle-bound %,Dynein transport,Dynein transport cytoplasmic EGFP,Dynein transport nuclear GR-EGFP,Dynein transport cell count,bCat nuc transl,bCat nuc transl cell count 5 µM,human PMI inhibition,TNAP activators,MT stabilize HCS,MT stabilize HCS Hoechst-high %,MT stabilize HCS cytotoxicity %,Myeloid diff 2,Myeloid diff 2 GFP+ MAC1+ %,Lipid droplet,Lipid droplet cells 6.5 µM,Ins promoter up,Ins promoter up cell count
CCC1CCc2c(sc(NC(=O)c3cccnc3)c2C(N)=O)C1 (stereo not drawn),i,62,-0.35,-0.25,-0.0022,1,-5.7,1149,4%,1.1,3.8,1.7,5.3,i,0.4,10,669,-2.4,1560
Cc1ccc(OCc2ccc(C(=O)NN)o2)cc1C,i,26,0.17,-0.28,0.0081,0.39,-0.2,1319,x,x,x,x,x,i,0.5,8,728,0.79,1128
OCC1CCCCN1C(=S)Nc1ccc(Cl)cc1Cl (stereo not drawn),i,14,-1.2,-0.25,-0.6,0.34,0.5,1472,1%,1,4.2,1.6,5.0,i,0.2,2,673,-0.27,1412
O=[N+]([O-])c1cccnc1N1CCC(c2cc(-c3cccc(C(F)(F)F)c3)n[nH]2)CC1,i,50,0.3,-0.22,0.12,-0.95,-2.5,1280,21%,0.9,3.7,1.1,7.0,i,1.1,5,779,-1.5,932
CN1CCN(CCc2nc3cc(NC(=O)COc4ccccc4)ccc3n2C)CC1,i,15,1.7,-0.18,1.3,-1,1.1,1238,6%,0.9,5.9,1.4,12,i,0.5,x,x,-0.05,1478
O=C(NCc1ccccc1)C(Cc1ccccc1)N1C(=O)C2C3CCC(C3)C2C1=O (stereo not drawn),i,53,0.12,-0.2,-0.15,0.23,1.6,1346,6%,1.1,1.0,0.8,11,i,0.4,x,x,0.23,1390
COc1ccc(-c2nnc(SCC(=O)Nc3ccc(C)cc3)n2C)cc1,i,36,-0.16,-0.18,-0.28,0.22,-5.4,1050,-2%,1.2,2.1,0.8,8.3,i,7.7,x,x,0.1,1205
CC(=O)N1CCN2C(=O)C1CCCC(=O)c1cc(C3CCCCC3)ccc12 (stereo not drawn),i,29,-0.49,-0.4,-0.31,0.52,-8.1,995,1%,1.2,3.3,1.9,6.2,i,0.4,x,x,-0.59,1389
O=C(NCCCCNC(=O)c1ccc(Cl)s1)c1ccc(Cl)s1,i,31,0.44,0.17,0.81,0.99,0.4,987,-33%,1.1,3.3,2.0,2.3,i,0.9,-4,721,x,x
COc1ccccc1NS(=O)(=O)c1cc(NC(=O)c2ccc3c(c2)OCCO3)ccc1C,i,39,1.1,-0.23,0.71,-0.96,-3.1,538,8%,1.1,2.4,3.3,9.3,i,1.0,2,622,0,1355
N#CC1(c2ccccc2)CCCN1C(=O)c1ccc(Br)cc1 (stereo not drawn),i,41,-0.71,-0.38,-0.19,0.68,-1.4,1098,12%,1,1.4,0.9,8.2,i,5.3,-1,776,0.27,784
Cc1ccc(S(=O)(=O)N2Cc3ccccc3CC2C(=O)Nn2cnnc2)cc1 (stereo not drawn),i,16,-0.28,-0.43,-0.21,0.29,-0.5,1214,7%,1,2.9,1.2,7.7,i,4.1,x,x,-0.36,1033
N#CCCN(CCC#N)S(=O)(=O)c1ccc(C(=O)Nc2nnc(C3=COCCO3)o2)cc1,i,37,-0.47,-0.2,-0.56,0.77,-2.3,1087,-23%,1.1,2.3,1.5,6.9,i,0.1,10,670,0.54,1308
Cc1cccc(Nc2nc(N)nc(CN3CCC(C(N)=O)CC3)n2)c1C,i,51,-0.18,-0.25,-0.22,0.31,-1.9,1115,2%,1.1,4.9,2.4,5.4,i,1.5,5,761,-0.77,1329
O=C(NCCCn1ccnc1)/C(=C\c1cccs1)NC(=O)c1cccs1,i,31,-0.13,-0.2,-0.014,0.27,-2.6,1124,3%,1.1,1.8,1.3,4.7,i,1.0,12,709,0.3,1014
O=[N+]([O-])c1cccc(/C=C/c2ccncc2)c1,i,34,0.0037,-0.12,0.44,0.066,0.0,1330,x,x,x,x,x,i,0.5,1,687,-0.05,1070
CCOP(=O)(OCC)C(NC(=O)/C=C/c1ccc(OC)cc1)c1ccccc1 (stereo not drawn),i,38,-0.52,0.04,0.5,0.18,-0.8,1096,1%,1.2,1.8,2.2,1.6,i,0.5,2,744,-0.93,1384
Cc1cc(Nc2ccccc2)nc(N2CCOCC2)n1,i,30,0.41,-0.063,0.36,0.11,-1.3,1254,-2%,1.1,1.7,1.4,5.3,i,0.3,8,701,0.71,1019
CC(C)COc1ccc(/C(=N/O)c2ccccc2)cc1,i,22,1.3,-0.2,0.53,-0.11,x,x,19%,1.2,2.8,2.6,7.4,i,1.9,6,851,x,x
O=C(COC(=O)c1cc(-c2ccccn2)nc2ccccc12)Nc1ncc(C(F)(F)F)cc1Cl,i,20,1.1,-0.16,1.7,-2.4,-0.4,1328,x,x,x,x,x,i,0.6,3,618,1.6,797
COc1ccc(S(=O)(=O)Nc2cccc(F)c2)cc1C,i,19,2,0.63,1.9,-2.2,0.6,943,7%,1.1,7.4,1.1,3.8,i,0.4,-4,742,x,x
Cc1[nH]c2ccccc2c1C(=O)COc1ccccc1F,i,19,1.1,-0.35,-0.09,-1.4,-1.9,1108,9%,1,4.6,3.4,6.0,i,0.1,25,719,-0.29,1460
Cc1cc(NC(=O)CN2CCCCC2)no1,i,50,0.81,-0.16,0.063,-0.65,-3.9,1110,-9%,1.1,2.6,1.9,6.1,i,0.7,-7,691,1.3,1246
CCOC(=O)c1cc(NC(=O)NCc2ccco2)c(C)nc1C,i,41,0.59,-0.26,0.56,-0.9,-6.2,960,9%,1,4.5,2.4,7.0,i,0.9,x,x,0.28,1198
COc1cccc(C(c2nnnn2CCc2ccccc2)N2CCN(c3ccccc3)CC2)c1OC (stereo not drawn),i,38,-0.67,-0.23,-0.22,0.16,0.2,503,-6%,1,2.4,2.0,19,i,0.6,-9,685,x,x

# The list continues.
SMILES,T cell HTS,T cell HTS vesicle-bound %,Dynein transport,Dynein transport cytoplasmic EGFP,Dynein transport nuclear GR-EGFP,Dynein transport cell count,bCat nuc transl,bCat nuc transl cell count 5 µM,human PMI inhibition,TNAP activators,MT stabilize HCS,MT stabilize HCS Hoechst-high %,MT stabilize HCS cytotoxicity %,Myeloid diff 2,Myeloid diff 2 GFP+ MAC1+ %,Lipid droplet,Lipid droplet cells 6.5 µM,Ins promoter up,Ins promoter up cell count
C=C(C)CNC(=S)NNC(=O)c1ccco1,i,24,1.3,-0.24,0.7,0.29,0.8,1112,6%,1.3,1.1,1.5,8.2,i,4.8,9,771,-0.77,1325
NC(=O)COC(=O)c1cc(Cl)cc(Cl)c1N,i,25,0.78,-0.26,0.59,-0.12,-0.6,1044,-1%,1.2,2.3,0.6,0.4,i,0.5,2,702,-0.37,1602
COc1cc2c(cc1N/C=C(\C#N)c1nc(-c3ccc(F)cc3)cs1)oc1ccccc12,i,28,-0.036,-0.63,0.19,-0.42,-0.4,1352,x,x,x,x,x,+,2.1*,-7,702,-1.1,1012
Cc1cccc(OCC(=O)Nc2ccc3c(c2)OCO3)c1C,i,56,2.5,-0.25,2,-1.1,-2.0,821,11%,1.1,2.9,1.4,3.7,i,1.3,x,x,-0.07,954
CCOc1ccc(Nc2n[nH]c(=S)s2)cc1,i,43,0.28,-0.27,-0.067,0.27,3.1,1125,-47%,0.9,4.5,2.7,4.6,i,0.2,-12,661,-0.44,1407
O=C(NC1CC2CCC1C2)c1ccc(CN2CCOCC2)cc1 (stereo not drawn),i,22,1.2,-0.25,1.7,-1.1,x,x,3%,1.1,5.2,2.2,6.5,i,1.0,5,554,0.59,1157
Cc1cc(/C=N\NC(=O)COc2cccc3cccnc23)c(C)n1-c1ccccc1,i,56,0.27,-0.075,0.33,0.7,2.3,483,2%,1,2.3,2.1,3.8,i,0.3,-7,675,-0.15,1175
CCN(CC)CCCC(C)NC(=O)c1ccc(C(F)(F)F)cc1 (stereo not drawn),i,12,-1.1,-0.18,-0.68,-0.48,-0.9,1031,3%,1.1,2.9,2.2,4.9,i,0.1,-1,680,1.6,1223
Cc1ccc(S(=O)(=O)CNC(=S)c2cccc(C)c2)cc1,x,x,-0.7,-0.072,0.018,0.24,-7.0,1282,-7%,1.1,2.1,1.5,4.5,i,2.5,0,744,-0.68,1007

# High-throughput results deposited in PubChem BioAssay by several laboratories.

# Random draw from the library; overall some 3% were active at least once.
